CD11b adhes inh: blocks human CD11b/CD18 adhesion to fibrinogen | AID 1497 | actives 0.54% (n = 93,000) | inhibition, % at 10 µM | P05107+P11215 | K562 CD11b/CD18 adhesion to fibrinogen, ATPlite luminescence; Mn2+ added to activate the integrin;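 active means primary inhibition of 50% or more at 10 µM, then 40% or more on retest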; further: some results filed as inactive read as strong as hits
HIV Rev-RRE inh: disrupts HIV-1 Rev binding to RRE RNA. inhibition, % at 8 µM. Rev peptide-RRE RNA binding, FRET. actives 0.79% (n = 97,000). AID 704. P05866;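 active means inhibition above the screen-wide mean plus 3 SD, cut at about 35% in these data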;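 further: 0% = median DMSO wells and 100% = median Neomycin B control wells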
Target sequence (P05866 whole entry, looked up): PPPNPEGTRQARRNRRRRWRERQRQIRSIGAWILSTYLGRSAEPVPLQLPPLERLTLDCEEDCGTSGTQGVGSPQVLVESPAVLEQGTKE
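Test system: labelled RRE RNA duplex and labelled Rev peptide. Times: 5 min compound–RNA preincubation, then 15 min with peptide, 25 °C. Doses: single-dose 8 µM. Measured by: FRET, excitation 480 nm, emission 540 nm donor and 671 nm acceptor. Measure: % inhibition of FRET ratio versus controls.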
Plk1 PBD FP: blocks phosphopeptide binding to human Plk1 polo box domain; Plk1 PBD phosphopeptide binding, fluorescence polarization; inhibition, %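 (tested at about 20 µM)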; actives 0.13% (n = 97,000); in the data active means inhibition above about 34%, passing the limit was not always enough
FAK blocker: inhibitors of human focal adhesion kinase. biochemical FAK kinase activity assay. inhibition, %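 (tested at 7 µM)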. actives 0.84% (n = 97,000); in the data active means inhibition above about 19%;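 further: 0% = DMSO and 100% = reference compound high control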
PLK1 inh: PLK1 (human) kinase inhibition. AID 619. recombinant PLK1 kinase, TR-FRET peptide phosphorylation. actives 0.53% (n = 97,000). P53350. inhibition, % at 10 µM;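 active means inhibition of 50% or more in the single-concentration screen; inactive means inhibition below 50%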;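 further: 0% = DMSO max control and 100% = H-89 dihydrochloride min control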
ERb SRC1 inh: ER-beta (human) coactivator binding inhibition; inhibition, % at 25.6 µM; TR-FRET ER-beta LBD / SRC1-Cy5 peptide binding; receptor agonist-loaded with 1 µM estradiol; AID 633; actives 1.3% (n = 86,000); Q92731;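 active means compounds whose percent inhibition of the receptor-coactivator binding signal exceeds about 50% in the single-dose screen, limit read from the data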;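 further: 0% = receptor plus peptide wells without compound and 100% = peptide-only wells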
Target sequence (Q92731 whole entry, looked up, the tested form may be a part): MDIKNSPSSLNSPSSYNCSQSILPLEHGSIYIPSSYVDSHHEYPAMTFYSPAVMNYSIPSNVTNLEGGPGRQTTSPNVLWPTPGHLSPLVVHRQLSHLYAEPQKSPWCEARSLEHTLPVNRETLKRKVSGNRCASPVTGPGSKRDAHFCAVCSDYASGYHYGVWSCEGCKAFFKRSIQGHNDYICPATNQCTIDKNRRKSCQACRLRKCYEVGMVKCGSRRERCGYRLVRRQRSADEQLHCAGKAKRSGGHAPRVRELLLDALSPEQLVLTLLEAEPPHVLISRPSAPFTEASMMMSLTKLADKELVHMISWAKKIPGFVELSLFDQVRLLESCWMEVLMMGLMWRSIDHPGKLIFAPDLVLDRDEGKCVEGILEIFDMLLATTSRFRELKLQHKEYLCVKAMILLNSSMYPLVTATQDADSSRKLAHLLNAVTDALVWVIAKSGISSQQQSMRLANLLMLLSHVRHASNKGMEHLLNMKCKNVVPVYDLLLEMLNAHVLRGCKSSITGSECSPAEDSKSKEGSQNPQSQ
Mac1 fbg enh: enhancers of human CD11b/CD18 binding to fibrinogen; P05107+P11215; K562 CD11b/CD18 adhesion to fibrinogen, ATPlite luminescence; activation, % at 10 µM; actives 0.07% (n = 93,000); AID 1499;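 active means 10 µM primary screen giving 50% or more activity, confirmed by 40% or more on retest at that dose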; further: strong numbers were not always called active
ERa coact inh: blocks coactivator binding to human estrogen receptor alpha. TR-FRET ER-alpha LBD / SRC-1 peptide, estradiol-bound. P03372. actives 1.7% (n = 86,000). AID 629. inhibition, % at 25.6 µM; in the data active means inhibition above about 50%;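 further: 0% = receptor plus peptide control and 100% = peptide only without receptor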
ERa coact pot: enhances coactivator binding to human estrogen receptor alpha; TR-FRET ERalpha-LBD/SRC-Cy5 coactivator binding, 2 h; 100 = basal binding, no effect; coactivator binding (% of control), % at 25.6 µM; actives 1.3% (n = 86,000); AID 639; in the data active means activity above about 200%;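 further: binding measured in presence of low estradiol as agonist stimulus; 0% = peptide alone without receptor and 100% = receptor with peptide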
Active calls of the source: *; / = not tested or not shown; [ ] = dose if it differs, or a comment.

CD11b adhes inh	HIV Rev-RRE inh	Plk1 PBD FP	FAK blocker	PLK1 inh	ERb SRC1 inh	Mac1 fbg enh	ERa coact inh	ERa coact pot	canonical_smiles
-7.7	/	/	/	/	-8.1	3.4	-1.6	106.3	COC(=O)CN(c1nc(C)cc(OC)n1)S(=O)(=O)c1ccc(C)cc1
/	3.3	-3.4	0.8	-8.1	-3.7	/	4.5	105.0	CCN(/N=C/c1cccs1)c1cc(=O)n(C)c(=O)[nH]1
-41.8	2.2	0.0	1.4	-4.7	-6.7	-2.7	-11.6	96.1	O=C(Nc1cccc2ccccc12)N1CC=C(c2ccccc2)CC1
-11.9	3.8	5.0	0.7	-15.9	-11.5	-8.3	-7.2	89.1	Cc1ccc(CSc2ncccc2C(=O)O)cc1
-2.3	3.2	14.1	-1.8	-12.1	21.9	-3.7	6.2	109.6[fluorescence artefact?]	Cc1onc(-c2ccccc2)c1C(=O)Nc1ccc2c(c1)OCO2
-4.8	9.9	-7.5	-0.6	3.4	-9.8	-1.0	-11.1	133.7	CCC(=O)Nc1ccccc1C(=O)N1CCN(Cc2ccccc2)CC1
/	/	/	/	/	-0.7	-2.3	0.4	128.3	COc1ccccc1NC(=O)CN1CCN(CC(=O)Nc2ccc3c(c2)OCO3)CC1
/	-3.1	17.5	4.4	-18.5	-4.4	/	2.4	115.7	CCOC(=O)N1CCN(C(=O)CCNS(=O)(=O)c2cc(Br)cnc2N)CC1
-35.5	-6.5	-3.2	1.3	1.6	-0.3	-6.4	2.1[fluorescence artefact?]	109.9[fluorescence artefact?]	COc1ccc(CCNC(=S)Nc2cc(C)ccc2C)cc1
-28.5	7.9	3.7	-0.5	-4.7	-8.4	-0.3	-1.9	112.1	COc1ccc(CC(=O)OCCN(C)C)cc1
0.1	-3.9	16.0	0.2	-2.0	-0.4	-0.8	-3.5	67.5[fluorescence artefact?]	CC(C)NCCCOc1ccc(C(C)(C)c2ccccc2)cc1
-21.5	-4.0	-27.4	3.0	-11.9	9.5[fluorescence artefact?]	-1.0	24.3[fluorescence artefact?]	112.9[fluorescence artefact?]	CCn1c(=O)c(C(=O)NCCN2CCCCC2)c(O)c2ccccc21
-3.3	/	/	/	/	-4.1	-3.3	-4.2	94.3	Cn1nccc1C(=O)OCC(=O)Nc1nc(-c2ccccc2)cs1
-26.7	-0.9	-22.2	-1.9	-10.5	/	2.1	/	/	O=C(Cc1ncc(C(F)(F)F)cc1Cl)N1CCN(c2ccc(F)cc2)CC1
15.2	/	/	/	/	49.5[fluorescence artefact?]	32.9	46.0	47.9	Cc1ccc2c(nc3s/c(=C/c4cccs4)c(=O)n32)c1C
0.3	8.9	13.2	-2.1	-4.7	/	-3.9	/	/	CCCN1C(=O)/C(=C/c2ccc(C)s2)SC1=Nc1ccc(OC)cc1
-2.8	7.1	6.6	6.5	-15.3	/	-9.6	/	/	O=C(NCCc1ccccc1)c1ccc(NC2=NC3CS(=O)(=O)CC3S2)cc1 (stereo not drawn)
/	9.7	-4.1	-0.4	2.3	-9.3	/	-6.2	102.1	CC(C)(C)NS(=O)(=O)c1cccc(S(=O)(=O)c2cccc(S(=O)(=O)NC(C)(C)C)c2)c1
1.4	3.2	-4.1	-0.6	-13.2	-10.6	-1.9	-1.9	114.6[fluorescence artefact?]	O=CN1CCN(C2CC(=O)N(c3ccc4c(c3)OCO4)C2=O)CC1 (stereo not drawn)
10.1	-1.7	13.2	-1.8	-9.7	-1.6	5.3	1.2	122.7	C=CCOc1cccc(C2/C(=C(/O)c3ccc(Cl)cc3)C(=O)C(=O)N2CCN2CCOCC2)c1 (stereo not drawn)

(next part)
CD11b adhes inh	HIV Rev-RRE inh	Plk1 PBD FP	FAK blocker	PLK1 inh	ERb SRC1 inh	Mac1 fbg enh	ERa coact inh	ERa coact pot	canonical_smiles
-4.8	0.9	-26.3	3.2	-8.6	0.6	-2.6	-0.5	100.5	CCC(C)N(NC(C)=O)c1nc(Cl)nc(NC(C)(C)C)n1 (stereo not drawn)
/	-2.6	8.3	1.0	-9.7	-3.0	/	-12.0	105.8	CCn1c(CNC(=O)c2ccccc2)nnc1SCC(=O)N1CCN(c2ccccc2)CC1
-3.3	1.6	13.6	-2.1	2.0	-2.7	-4.7	-11.0	114.7	Cc1ccc(C(=O)N2CCOCC2)cc1Cl
/	4.4	17.2	3.7	-3.7	-15.7	/	-12.3	103.8	COc1ccc2c(c1)c1ncn(Cc3ccco3)c(=O)c1n2C
-26.7	2.8	12.0	-2.5	-7.3	/	-3.9	/	/	CC(=O)N1C(Nc2ccc(Cl)cc2)CCN1c1ccccc1 (stereo not drawn)
/	-0.7	16.2	-5.2	-4.8	-0.9	/	0.9	105.7	C=CCSc1nnc(-c2nnc(SCC=C)n2-c2ccccc2)n1-c1ccccc1
0.7	3.7	-1.0	-3.1	-8.0	-4.7[fluorescence artefact?]	0.2	4.1	98.8	Cc1cccc(NC(=O)C2CCCN2S(=O)(=O)c2cccc3cccnc23)c1 (stereo not drawn)
-19.1	3.4	-23.4	-2.1	-10.0	-2.9	0.8	-2.8	98.2	CC1(C)Cc2c(sc3c2c(=N)n(Cc2ccco2)c(=O)n3Cc2ccccc2)CO1
-0.3	7.2	4.0	-0.5	-3.4	-7.5	49.2	-5.6	103.9	CCCc1cc(C(F)(F)F)c(C#N)c(=O)[nH]1
0.5	4.0	-7.3	0.6	-15.9	-7.7	-5.0	-8.1[fluorescence artefact?]	110.9	O=C(Nc1nccs1)C1CCCN1S(=O)(=O)c1ccc(F)cc1 (stereo not drawn)
-4.7	7.9	31.3	-0.8	-14.3	-4.8	-1.1	-1.9	98.2	O=C(c1n[nH]c(=O)c2ccccc12)N1CCN(c2ccccc2)CC1
22.6	-4.0	-5.5	-0.8	-9.7	-8.3	-1.5	-12.0	110.0	O=c1c(-c2ccccc2)coc2c(CN3CCCC3)c(O)ccc12
-7.2	1.2	-0.1	-0.8	1.6	2.7	1.2	-2.8	79.9	CCOC(=O)N1CCC(N2C(=O)c3ccc(C(=O)NCc4ccco4)cc3C2=O)CC1
-7.8	3.9	1.0	0.6	-9.9	8.7	8.8	15.0	141.8	CCCCn1c(SCC(=O)NCc2ccco2)nnc1-c1ccoc1C
9.8	6.3	6.3	0.6	-6.8	-19.4[fluorescence artefact?]	-2.4	-10.2	105.8	Cc1ccc(Cn2ncc3c(N4CCCC4)ncnc32)cc1
9.8	11.0	-5.5	7.8	-18.8	-10.8	5.5	1.4	83.5	CCCCC1(C)Nc2ccccc2-c2nc3ccccc3n21 (stereo not drawn)
3.8	/	/	/	/	-11.7	1.4	-6.0	119.0	O=C(CN1CCCC1)NCC12CC3CC(CC(C3)C1)C2
2.8	1.3	8.3	-3.7	-13.2	-14.7[fluorescence artefact?]	-0.8	-22.0	108.5	CCC(C)(C)n1nnnc1C(C(C)C)N1CCC(C(N)=O)CC1 (stereo not drawn)
13.9	8.8	15.4	4.3	-5.9	/	-3.1	/	/	COC(=O)CCC(=O)Nc1cccc(C(=O)Nc2cccc(Cl)c2)c1
95.8*	-1.8	-4.4	-10.6	-17.6	-11.0	-14.8	-14.4	94.0[fluorescence artefact?]	O=C(NNC1=C(C(=O)C(F)(F)F)CCC1)c1ccc(Cl)cc1

Quoted from the results shown for reference:
CD11b adhes inh	HIV Rev-RRE inh	Plk1 PBD FP	FAK blocker	PLK1 inh	ERb SRC1 inh	Mac1 fbg enh	ERa coact inh	ERa coact pot	canonical_smiles
-7.8	3.9	1.0	0.6	-9.9	8.7	8.8	15.0	141.8	CCCCn1c(SCC(=O)NCc2ccco2)nnc1-c1ccoc1C
9.8	6.3	6.3	0.6	-6.8	-19.4[fluorescence artefact?]	-2.4	-10.2	105.8	Cc1ccc(Cn2ncc3c(N4CCCC4)ncnc32)cc1

Later entries:
CD11b adhes inh	HIV Rev-RRE inh	Plk1 PBD FP	FAK blocker	PLK1 inh	ERb SRC1 inh	Mac1 fbg enh	ERa coact inh	ERa coact pot	canonical_smiles
-5.2	1.1	-16.1	-0.1	-6.2	7.2	-4.1	-3.8	90.3	CC(=O)OCCCN1c2ccccc2Nc2nnc(-c3ccccc3)cc21
4.1	3.0	-16.9	0.2	-7.4	/	-7.8	/	/	Cc1ccc(C(C(=O)NC2CCCC2)N(Cc2cccnc2)C(=O)c2snc(C(N)=O)c2N)o1 (stereo not drawn)
11.0	-3.9	-16.5	4.4	-6.1	-3.7	-0.8	-9.2	111.3	O=C(CSc1ccc(-c2ccc(F)cc2)nn1)N1CCCCC1
/	2.7	-24.9	-3.9	-4.9	-11.4	/	-8.6	104.1	CCN(CC)c1ccc(NC(=O)c2cccnc2)c(C)c1
/	-3.9	20.6	13.0	-7.3	16.9	/	33.2	136.3[fluorescence artefact?]	CCn1c(SCC(=O)NC(=O)NCc2ccco2)nnc1-c1cccs1
11.1	5.5	-12.0	-1.2	-7.2	/	-5.7	/	/	CCn1cc([N+](=O)[O-])c(C(=O)Nc2cc(C)on2)n1
3.6	-3.3	17.7	-1.7	6.1	-9.1	-3.5	-7.1	136.4	CC(C)[C@H](NC(=O)C1(c2ccccc2)CCN(C(=O)OC(C)(C)C)CC1)C(=O)O
/	3.3	-19.8	6.5	-2.9	/	/	/	/	Nc1ccc(Cc2nc3c(ccc4ccccc43)[nH]2)cc1
-3.4	4.7	-2.0	2.7	-4.0	-4.5	1.1	4.8	90.7	COc1ccc(NC(=O)N(CCc2ccccc2)Cc2cc3c(C)cc(C)cc3[nH]c2=O)cc1
21.1	4.0	-11.2	2.0	-10.1	-9.5	-5.3	-4.4	115.3	CCC(=O)N1CCN(c2ccc(NC(=O)COc3ccccc3Cl)cc2)CC1
/	7.3	-3.5	-1.6	-7.2	-15.1	/	-17.6	113.0	O=C(CN1C(=O)C2CC=C(Cl)CC2C1=O)N1CCOCC1 (stereo not drawn)
/	-1.2	-10.5	-9.3	-11.4	7.8[fluorescence artefact?]	/	2.0	85.4	O=C(c1c(F)cccc1F)N1CCN(c2ccccc2F)CC1
-8.4	6.9	1.6	-0.6	-9.7	7.5	-2.2	-5.5	94.9	O=C(CNC(=O)c1ccccc1)NCCc1nc2ccccc2[nH]1
4.2	9.1	-7.4	-1.8	-18.2	/	-4.8	/	/	O=C(COC(=O)c1c[nH]c(=O)[nH]c1=O)NCc1ccccc1
2.1	0.5	4.5	-0.7	-0.4	-8.5	0.5	-8.9	123.1	CC(=O)C1=C(O)C(=O)N(CCCO)C1c1ccccc1 (stereo not drawn)

An excerpt from above in order of their number in PLK1 inh, highest first.
canonical_smiles,PLK1 inh
CC(C)[C@H](NC(=O)C1(c2ccccc2)CCN(C(=O)OC(C)(C)C)CC1)C(=O)O,6.1
Nc1ccc(Cc2nc3c(ccc4ccccc43)[nH]2)cc1,-2.9
CCC(=O)N1CCN(c2ccc(NC(=O)COc3ccccc3Cl)cc2)CC1,-10.1
